E-selectin induc – E-selectin induction on HUVECs; P16581; HUVEC E-selectin immunofluorescence imaging; normalized: neutral wells 0, TNF-alpha wells 100; activation, % at 7.58 µM; actives 0.37% (n = 260,000);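 active = mean E-selectin-positive cell signal at least 10% of the positive control, reached in at least 60% of replicates, without over 20% cell loss; inconclusive = no rule given, readout overlaps actives, possibly toxicity-flagged; inactive = the rest, including those meeting only one limit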;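 note: in these data hits start at about 27%; measured in HUVEC primary endothelial cells; signal is the percent of cells scored E-selectin positive by PE staining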
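material = human umbilical vein endothelial cells (HUVEC), E-selectin induction | quantity = 3,000 cells/well | medium = EGM-2 growth medium on 0.1% gelatin-coated wells | technique = immunofluorescence imaging | read-out basis = % PE-positive cells | control set = TNF-alpha positive control, DMSO neutral control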
RAD52 anneal inh – blocks human RAD52 DNA annealing. P43351. recombinant RAD52 DNA annealing, FRET fluorescence. inhibition, % at 18.7 µM. actives 0.46% (n = 360,000). AID 651710;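 active = every replicate showing at least 50% inhibition; inconclusive = mean inhibition at least 50% but not in every replicate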
RAD54 inh – RAD54 (human) branch migration inhibition; inhibition, % at 10.4 µM; RAD54 Holliday junction branch migration, FAM/BHQ fluorescence; actives 0.14% (n = 360,000); AID 602329; Q92698;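 active = mean normalized replicate activity at least 40 and at least half of replicates scoring 40 or more; inconclusive = only one of the two criteria met; inactive = mean below 40 and under half of replicates reaching 40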;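 note: 0% = median of neutral control wells and 100% = median of positive control wells; inhibitors cause a drop in the FAM fluorescence signal; in these data hits start at about 50%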
Target sequence (Q92698 whole entry, looked up): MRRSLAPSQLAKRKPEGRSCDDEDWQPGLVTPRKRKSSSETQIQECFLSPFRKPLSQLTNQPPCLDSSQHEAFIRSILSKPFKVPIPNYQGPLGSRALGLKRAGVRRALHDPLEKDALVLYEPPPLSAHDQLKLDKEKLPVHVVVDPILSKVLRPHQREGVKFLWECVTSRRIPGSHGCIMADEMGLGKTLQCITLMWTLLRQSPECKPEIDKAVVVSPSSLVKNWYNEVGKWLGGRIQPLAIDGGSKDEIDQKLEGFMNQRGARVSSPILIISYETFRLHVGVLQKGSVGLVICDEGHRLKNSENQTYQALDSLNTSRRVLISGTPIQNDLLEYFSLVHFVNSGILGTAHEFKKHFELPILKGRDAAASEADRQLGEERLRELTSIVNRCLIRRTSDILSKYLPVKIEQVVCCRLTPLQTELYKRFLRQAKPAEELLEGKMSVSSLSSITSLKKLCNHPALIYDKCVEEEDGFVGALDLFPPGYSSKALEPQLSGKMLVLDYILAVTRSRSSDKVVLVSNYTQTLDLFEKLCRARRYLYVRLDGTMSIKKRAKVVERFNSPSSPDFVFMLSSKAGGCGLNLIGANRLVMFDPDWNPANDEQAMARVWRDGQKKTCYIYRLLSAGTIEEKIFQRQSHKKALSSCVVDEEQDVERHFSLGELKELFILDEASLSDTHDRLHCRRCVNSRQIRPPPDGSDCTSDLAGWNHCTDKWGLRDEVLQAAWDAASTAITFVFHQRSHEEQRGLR
PglD inh – PglD (C. jejuni) enzyme inhibition; purified PglD enzyme, DTNB colorimetric CoA detection; inhibition, % at 12.5 µM; actives 0.098% (n = 360,000); AID 602405; in the data active = inhibition above about 16%, passing the limit was not always enough; inconclusive = no clear call, values can overlap the other calls; note: strong numbers were not always called active
CASP6 VEID inh – inhibitors of human caspase-6. purified caspase-6, Z-VEID-R110 cleavage fluorescence. inhibition, % at 12.5 µM. actives 0.53% (n = 350,000). AID 686996;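 active = mean inhibition across replicates at least about 35%, with every replicate also reaching that limit, limit read from the data; inconclusive = only one of the two criteria met; inactive = neither criterion met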;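 note: 0% = median of neutral control wells and 100% = no fluorescence left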
Target sequence (P55212 24-179 limits assumed): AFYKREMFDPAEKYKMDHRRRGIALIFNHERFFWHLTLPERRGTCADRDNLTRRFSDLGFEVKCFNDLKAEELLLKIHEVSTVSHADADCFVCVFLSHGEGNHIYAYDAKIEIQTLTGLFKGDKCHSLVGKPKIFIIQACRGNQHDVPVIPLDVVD
Target sequence (P55212 194-293 limits assumed): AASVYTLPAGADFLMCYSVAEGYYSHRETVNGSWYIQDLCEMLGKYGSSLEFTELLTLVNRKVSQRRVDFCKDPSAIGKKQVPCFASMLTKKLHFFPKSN
esBAF inh – SWI/SNF esBAF complex inhibition. mouse ES cells, Bmi1-luciferase knock-in reporter, 24 h; 100% = twice the neutral-well signal. reporter increase, % at 12.5 µM. actives 2% (n = 350,000); in the data active = activation above about 40%; inconclusive = no clear call, values can overlap the other calls;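 note: 0% = median of the plate's neutral control wells and 100% = double that signal; a rise in the Bmi1 reporter signal indicates esBAF inhibition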
ARNT TACC3 PPI – disruptors of human ARNT/TACC3 interaction; inhibition, % at 9.99 µM; Q9Y6A5; AID 623870; AlphaScreen His-ARNT PAS-B/GST-TACC3 binding, luminescence; TACC3 fragment carries E629A point mutation; actives 0.66% (n = 390,000);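 active = mean inhibition of replicates at least 50% and at least half of replicates each reaching 50%; inconclusive = half or more replicates reach 50% but mean below 50%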;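 note: 0% = complete ARNT plus TACC3 wells and 100% = ARNT alone without TACC3; many hits fall short of the cut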
ERp5 block – blocks human ERp5 reductase activity on insulin | actives 0.05% (n = 350,000) | inhibition, % at 9.99 µM | Q15084 | ERp5 insulin aggregation, absorbance 650 nm, 90 min;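 active = mean replicate inhibition above about 25%, with every replicate also reaching it, limit read from the data, passing the limit was not always enough; inconclusive = only one of those two criteria met; inactive = neither criterion met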
An asterisk follows results filed as active; ? = inconclusive; nt = no result given.

Order of values – CASP6 VEID inh, E-selectin induc, RAD52 anneal inh, ARNT TACC3 PPI, PglD inh, esBAF inh, RAD54 inh, ERp5 block
- CCCCc1nc2cc(C(=O)NCCc3cnn(C)c3)ccc2o1
    -1, 0.0, -15, -4, -6, 32, -3, -22
- CCN(CC)c1ccc(/C=N/NC(=O)c2cc3ccccc3[nH]2)cc1
    -1, 11, -16, -4, 4, 33, 6, -3
- COc1ccc(C(C)(C)C)cc1NC(=O)c1cncc(Br)c1
    nt, nt, nt, -6, 0, -9, 3, nt
- O=C(c1ccc(N2CCCC2)c([N+](=O)[O-])c1)N1CCN(CCO)CC1
    28, -0.1, -10, -1, -8, nt, 6, 1
- CCCNC(=O)c1cccc(COCC(F)(F)F)c1
    nt, nt, nt, -35, -1, -6, 3, nt
- Cc1ccc(S(=O)(=O)N(C)C[C@@H]2Oc3ccc(NC(=O)Nc4ccc5c(c4)OCO5)cc3C(=O)N([C@@H](C)CO)C[C@@H]2C)cc1
    4, 0.8, 6, 3, -1, -2, 3, 5
- S=C(c1ccc(-c2cc(Cl)ccc2Cl)o1)N1CCOCC1
    nt, nt, nt, 1, 1, 9, -8, nt
- CCc1cnc(N2[C@H](C#N)[C@@H](c3ccc(C#CC(C)C)cc3)[C@@H]2CO)s1
    0, -0.3, -44, 11, 0, 8, -1, 3
- C[C@@H]1CN([C@H](C)CO)C(=O)c2cc(NS(=O)(=O)c3ccccc3)ccc2O[C@H]1CN(C)Cc1ccc2c(c1)OCO2
    0, ?, 1, 3, -1, 1, 1, 0
- COc1ccccc1CNC(=O)C[C@H]1C[C@@H]2c3cc(NS(=O)(=O)c4ccc(F)cc4)ccc3O[C@@H]2[C@@H](CO)O1
    -5, -0.1, -9, 1, 0, 14, 12, -2
- CC(=O)/C(N=Nc1ccc(C(=O)O)cc1[N+](=O)[O-])=C(\C)O
    22, -0.1, -1, nt, -6, nt, -13, 2
- O=C(NNS(=O)(=O)c1cccc(Cl)c1)c1cc(-c2ccc(F)cc2)nc2ccccc12
    21, -0.1, -12, -5, -3, -1, 0, 4
- COc1ccc(C(CNC(=O)/C=C/c2c(Cl)nc3ccccn23)N(C)C)cc1 (stereo not given)
    -13, 1.0, 13, 14, nt, nt, nt, 3
- Cc1sc2nc(CSCC(=O)Nc3ccc(Cl)cc3F)[nH]c(=O)c2c1C
    2, -0.1, -7, nt, 5, -2, -12, -1
- Cc1noc(C)c1NC(=O)N[C@@H]1CC[C@@H](CC(=O)NCc2ccc(Cl)c(Cl)c2)O[C@@H]1CO
    1, -0.1, 0, 0, 0, 4, 0, 4

(cont.)
Order of values – CASP6 VEID inh, E-selectin induc, RAD52 anneal inh, ARNT TACC3 PPI, PglD inh, esBAF inh, RAD54 inh, ERp5 block
- O=C(CN1CCC(n2nnc3cc(F)ccc32)CC1)Nc1ccccc1N1CCOCC1
    nt, nt, nt, -17, -1, 10, 12, nt
- COc1ccc(NC(=O)c2cccs2)cc1C(=O)N1CCN(c2ccccc2)CC1
    3, 0.0, -12, -8, 3, nt, -15, -10
- CCCN1CNC(=S)N(c2ccccc2C)C1
    56*, nt, -13, -10, nt, nt, nt, 5
- C[C@H](CO)N1C[C@H](C)[C@@H](CN(C)C(=O)CN2CCOCC2)Oc2cc(/C=C/c3ccccc3)ccc2S1(=O)=O
    -2, -0.2, 13, 7, 5, 0, -14, 0
- COc1ccc(S(=O)(=O)NCC2CCC(C(=O)NCCCN3CCCC3=O)CC2)cc1 (stereo not given)
    7, nt, -8, -2, -4, 0, -9, nt
- COc1ccc(CN=C2NC(=O)CC(C(=O)Nc3ccc(Cl)cc3)S2)cc1 (stereo not given)
    -1, nt, -22, -42, nt, nt, nt, 8
- Nc1ccn(CC(=O)NCc2ccc3[nH]ccc3c2)c(=O)n1
    0, -0.1, 0, 2, 1, 0, 9, -1
- Cc1ccc(Nc2nc(=O)c3cc([N+](=O)[O-])ccc3s2)cc1
    -1, 0.3, 1, 4, nt, nt, nt, 2
- COc1ccc([C@H]2N[C@]3(CCCN(Cc4ccccc4)C3=O)[C@H]3C(=O)N(C)C(=O)[C@@H]23)cc1
    2, 0.2, -14, nt, 0, 4, 0, 2
- CCC(CC)C(=O)Nc1cc(NC(=O)C(CC)CC)cc(C(=O)O)c1
    nt, nt, nt, -16, -4, 0, -3, nt
- C[C@@H]1CN([C@H](C)CO)S(=O)(=O)c2ccc(C#CC3(O)CCCC3)cc2O[C@@H]1CN(C)C
    -1, -0.1, 7, 2, -1, -2, 3, -1
- Cc1occc1C(=O)NNC(=O)c1ccccc1Br
    6, -0.5, -1, -4, 1, nt, 2, 0
- CN(C)c1nc(N)nc(-c2ccco2)n1
    nt, nt, nt, -1, 7, 5, -7, nt
- Cc1cc(C)cc(NC(=O)Nc2ccc3c(c2)C(=O)N(C)[C@H]2CC[C@@H](CC(=O)O)O[C@H]2CO3)c1
    nt, 0.6, nt, -6, -1, -2, -10, nt
- CCC(=O)N1CC2(C1)[C@H](c1ccc(C3=CCCC3)cc1)[C@H](CO)N2C(=O)COC
    -3, 0.0, -26, nt, nt, nt, nt, 0

(listing goes on)
Order of values – CASP6 VEID inh, E-selectin induc, RAD52 anneal inh, ARNT TACC3 PPI, PglD inh, esBAF inh, RAD54 inh, ERp5 block
- C=C(C)CSc1nnc([C@@H](NC(=O)OC(C)(C)C)C(C)CC)o1 (stereo not given in full)
    nt, nt, nt, -2, -5, -1, 0, nt
- CS(=O)(=O)N1CCC(Oc2ccccc2C(=O)NC2CCOC2)CC1 (stereo not given)
    -1, 2.4, -10, -19, nt, nt, nt, 7
- O=S1(=O)c2ccc(Br)cc2OCCC2CCCCN21 (stereo not given)
    1, 0.2, -12, nt, nt, nt, nt, 2
- CC(=O)Nc1cccc(NC(=O)C2CC(=O)N(C3CCCCC3)C2)c1 (stereo not given)
    0, nt, -5, 0, 2, -6, -4, -1
- Cc1noc(C)c1NC(=O)Nc1ccc2c(c1)C(=O)N([C@@H](C)CO)C[C@H](C)[C@@H](CN(C)S(=O)(=O)c1ccccc1)OCCCC[C@@H](C)O2
    1, 0.0, 5, -5, -3, 0, 6, 3
- CCCc1cc(C(=O)N2CCCC(C(=O)c3ccc(Cl)cc3)C2)n(C)n1 (stereo not given)
    -1, nt, -15, -3, 4, -5, 10, 6
- CCn1c(C)nc2cc(C(=O)OC)ccc21
    0, 9.0, -17, 13, nt, nt, nt, 1
- CCCc1cc(=O)oc2cc(OCC(=O)NCCc3ccc(S(N)(=O)=O)cc3)ccc12
    3, nt, -12, -7, 0, -4, -14, 1
- CCCCOC(=O)CSCC(=O)N1N=C(c2cccs2)CC1c1ccc(F)cc1 (stereo not given)
    -2, 0.7, -18, 5, nt, nt, nt, -7
- CCCNC(=O)N(C)C[C@@H]1Oc2ncc(C#CC3CC3)cc2C(=O)N([C@@H](C)CO)C[C@@H]1C
    0, 0.4, 4, -6, -1, -10, 4, -2
- COc1cccc(C(C(=O)NC2CCCCC2)N(C(=O)Cc2cccs2)c2ccc(-n3cnnn3)c(OC)c2)c1 (stereo not given)
    nt, nt, nt, -3, -2, 0, -3, nt
- CCCn1nnc(NC(=O)c2ccc(OCC)c(Cl)c2)n1
    2, nt, 0, 10, 1, 3, 9, 0
- CCOC(=O)c1c(C)oc2c1c1c(c3ccccc32)OCN(CCCC(=O)O)C1
    6, nt, -43, 12, 2, 51*, 3, -2
- CCC(CC)C(=O)Nc1c(C(=O)N2CCN(c3ccccc3)CC2)oc2ccccc12
    0, -0.2, 2, 15, 2, -1, 16, -13
- O=C(OCC(=O)N1CCc2ccccc21)c1cccnc1Cl
    2, nt, -19, -2, -6, 36, -2, 0

More results follow.
Order of values – CASP6 VEID inh, E-selectin induc, RAD52 anneal inh, ARNT TACC3 PPI, PglD inh, esBAF inh, RAD54 inh, ERp5 block
- CCOc1ccc(CC(=O)N/N=C/c2cccnc2)cc1
    2, 0.1, -17, -9, 3, -4, -9, 2
- O=C1CN(C(=O)c2ccc(Br)o2)C(c2ccccc2)c2cc(Br)ccc2N1 (stereo not given)
    -2, 0.9, -14, 15, 5, 4, 14, 3
- Cc1ccc(NC(=O)c2ccc(CSc3nnc(-c4ccncc4)n3C)cc2)c(C)c1
    nt, nt, nt, -4, -1, 1, 1, nt
- CN(C)c1ccc(N2C(=NC(=O)c3ccccc3)SC3CS(=O)(=O)CC32)cc1 (stereo not given)
    -3, nt, -5, -3, 3, -2, 9, 0
- Cc1onc(-c2ccccc2Cl)c1C(=O)Oc1cc(N)n(S(=O)(=O)c2ccc(F)cc2)n1
    nt, nt, nt, 3, 4, -6, 4, nt
- COc1ccc(CCNc2cc(C)[nH]c(=O)c2)cc1OC
    1, nt, -7, -2, 6, 6, -13, 2
- CCN=C1NC(CCc2ccccc2)C(C(=O)OC)=C(C)N1Cc1ccccc1C(F)(F)F (stereo not given)
    -6, 0.6, 11, nt, nt, nt, nt, 5
- CCOC(=O)c1c(NC(=S)Nc2cccc(C)c2)sc2c1CC(C)(C)SC2
    0, 1.4, -28, -2, nt, nt, nt, 4
- O=C(C[C@H]1C/C=C\CCCC(=O)OC[C@H]2CCCN2C1=O)NCCO
    3, -0.3, -1, -5, -3, -1, -2, 9
- COc1cccc(CN2CC(C(=O)NCCN3CCOCC3)CCC2=O)c1 (stereo not given)
    0, nt, 0, 0, 3, -2, -1, -4
- Cc1cc(C)c2c(C)[nH]nc2n1
    0, -0.4, -12, nt, -2, nt, -1, 4
- COc1ccc(C(=O)C2CCCCC2=O)cc1 (stereo not given)
    nt, nt, nt, -18, -4, -2, 2, nt
- C=CC(=O)Nc1ccc(Nc2ccnc(Nc3ccc(N4CCN(C)CC4)cc3)n2)cc1
    nt, nt, nt, 16, -5, 4, 81*, nt
- CCCc1cc(=O)[nH]c(SCC(=O)N2CC3(C)CC2CC(C)(C)C3)n1 (stereo not given)
    -1, nt, -18, 0, 0, -3, -9, -3
- CCCCN1CC(COCc2ccccc2)OCCS1(=O)=O (stereo not given)
    -3, 0.1, -10, -1, -3, -4, -6, 0
- CCOC(=O)c1c(/N=C/c2ccccc2O)sc2c1CCC2
    6, nt, -44, -3, 2, -3, -6, 1
- O=C(Nc1ccc(S(=O)(=O)Nc2nccs2)cc1)C1=NN(c2ccccc2)C(=O)CC1
    1, 1.5, -30, 3, 0, nt, -2, -3
- C[C@H]1CN([C@@H](C)CO)C(=O)Cc2cc(NC(=O)Cc3ccccc3)ccc2O[C@@H]1CN(C)S(=O)(=O)c1cn(C)cn1
    nt, -2.9, nt, -2, 1, -3, -5, nt

Molecules shown so far that have a thiophene ring, fused or not:
Order of values – CASP6 VEID inh, E-selectin induc, RAD52 anneal inh, ARNT TACC3 PPI, PglD inh, esBAF inh, RAD54 inh, ERp5 block
- Cc1sc2nc(CSCC(=O)Nc3ccc(Cl)cc3F)[nH]c(=O)c2c1C
    2, -0.1, -7, nt, 5, -2, -12, -1
- COc1ccc(NC(=O)c2cccs2)cc1C(=O)N1CCN(c2ccccc2)CC1
    3, 0.0, -12, -8, 3, nt, -15, -10
- CCCCOC(=O)CSCC(=O)N1N=C(c2cccs2)CC1c1ccc(F)cc1 (stereo not given)
    -2, 0.7, -18, 5, nt, nt, nt, -7
- COc1cccc(C(C(=O)NC2CCCCC2)N(C(=O)Cc2cccs2)c2ccc(-n3cnnn3)c(OC)c2)c1 (stereo not given)
    nt, nt, nt, -3, -2, 0, -3, nt
- CCOC(=O)c1c(NC(=S)Nc2cccc(C)c2)sc2c1CC(C)(C)SC2
    0, 1.4, -28, -2, nt, nt, nt, 4
- CCOC(=O)c1c(/N=C/c2ccccc2O)sc2c1CCC2
    6, nt, -44, -3, 2, -3, -6, 1

Source: PubChem BioAssay

Compounds were not picked by outcome. About 3.2% of those tested had a hit in this group.
